Source: PubChem
GC-A act: GC-A (human) enzyme activation; HEK293 GC-A cells, cGMP TR-FRET, EC30 ANP; 0% at EC30 ANP, 100% saturating ANP; activation, % at 10 µM; actives 0.14% (n = 370,000); AID 1671463; in the data active = activation above about 40%
ADAM10 inh: inhibitors of human ADAM10. O14672. recombinant ADAM10, EDANS/DABCYL FRET peptide cleavage, 3 h. inhibition, % at 7 µM. actives 0.62% (n = 370,000);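 active = inhibition above a per-campaign cutoff equal to the mean of compounds falling between control-based bounds plus 3 SD, cut at about 20% in these data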;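 also: 0% = DMSO wells while the 100% control is not disclosed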
KLK7 zymogen act: activates the human kallikrein-7 zymogen; AID 652039; actives 0.9% (n = 370,000); P49862; activation, % at 7 µM; purified proKLK7, EDANS-DABCYL substrate fluorescence; 100% is mature enzyme control, 0% vehicle;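 active = activation above the mean of all tested compounds plus 3 SD, computed per campaign excluding outliers beyond control limits, cut at about 13% in these data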
rCAG RNA binder: binds r(CAG) RNA repeats; inhibition, % at 3 µM; actives 1.3% (n = 370,000); AID 651821; r(CAG) RNA repeat, TO-PRO-1 dye displacement fluorescence;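 active = inhibition above the plate cutoff, the mean of all test compounds on that plate plus 3 SD, cut at about 35% in these data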;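 also: 0% = DMSO alone and 100% = 100 µM mitoxantrone as full dye displacement; higher means more dye released from RNA so lower well fluorescence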
Tn6 DDE FP: DD(E)-Tn6 binding inhibition, primary FP screen | AID 720509 | Fibrin DD(E) TRITC-Tn6 fluorescence polarization displacement | actives 0.21% (n = 370,000) | inhibition, % at 8.3 µM | P02675;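 active = inhibition above a per-campaign cutoff: mean of compounds within control limits plus 3 SD, cut at about 15% in these data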;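 also: 0% = median of all compound wells on the plate and 100% = blocking peptide control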
ASAP1 inh: ASAP1 ArfGAP inhibition; Q9ULH1; ASAP1-stimulated ARF1 GTP hydrolysis, GDP FP detection; inhibition, % at 16.5 µM; actives 0.19% (n = 360,000); AID 624377; in the data active = inhibition above about 25%;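 also: 0% = vehicle with enzyme and substrate and 100% = no enzyme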
Target sequence (Q9ULH1 325-724 limits assumed): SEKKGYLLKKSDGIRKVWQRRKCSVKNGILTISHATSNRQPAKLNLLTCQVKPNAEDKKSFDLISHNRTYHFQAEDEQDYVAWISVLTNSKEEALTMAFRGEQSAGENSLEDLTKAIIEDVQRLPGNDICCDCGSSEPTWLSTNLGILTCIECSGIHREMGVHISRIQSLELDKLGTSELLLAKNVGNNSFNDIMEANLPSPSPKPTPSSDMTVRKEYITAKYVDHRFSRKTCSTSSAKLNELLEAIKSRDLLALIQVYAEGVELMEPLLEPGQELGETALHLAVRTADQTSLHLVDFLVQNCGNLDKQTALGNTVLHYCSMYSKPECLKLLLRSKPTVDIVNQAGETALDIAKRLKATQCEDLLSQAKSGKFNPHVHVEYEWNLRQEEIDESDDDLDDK
GAA850 FXN act: activators of GAA850 frataxin (FXN) promoter | activation, % at 6 µM | HEK293 lucGAA850 FXN promoter luciferase reporter, 24 h; percent of 10 µM SAHA response | actives 0.56% (n = 360,000);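 active = activation above the average of all compounds screened plus 3 SD, cutoff fixed separately per campaign, cut at about 7.5% in these data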;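 also: 0% = DMSO wells and 100% = 10 µM SAHA wells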
GC-B act: GC-B (human) receptor activation; P20594; HEK293-GC-B cells, CNP EC30, cGMP TR-FRET; 0% at EC30 CNP, 100% saturating CNP; activation, % at 10 µM; actives 0.11% (n = 370,000);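 active = activation at 10 µM reaching about 35% in either raw or pattern-adjusted values, limit read from the data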
ARFGAP1 inh: rat ARFGAP1 inhibition | Q62848 | Arfgap1-stimulated ARF1 GTP hydrolysis, GDP FP detection | inhibition, % at 16.5 µM | actives 0.26% (n = 360,000) | AID 651572;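 active = inhibition above a per-plate limit, mean inhibition of low control wells plus 3 SD, cut at about 25% in these data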;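 also: 0% = DMSO wells with enzyme and 100% = wells lacking Arfgap1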
Target sequence (Q62848 1-136 limits assumed): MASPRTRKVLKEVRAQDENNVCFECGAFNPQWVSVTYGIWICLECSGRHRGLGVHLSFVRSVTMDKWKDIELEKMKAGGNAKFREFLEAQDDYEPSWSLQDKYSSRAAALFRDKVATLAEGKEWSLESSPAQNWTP
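Material – truncated rat Arfgap1 GAP domain · Buffer or medium – HEPES-based buffer, pH 7.5 · Reagent – human ARF1(Δ1-17)-GTP substrate · Dosing – 16.5 µM single point, 1.26% DMSO · Schedule – GTP hydrolysis reaction 2 h at 25 °C · Technique – GDP detection by fluorescence polarization · Benchmarks – No-Arfgap1 wells (100%) versus DMSO full-reaction wells (0%) · Repeats – single replicate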
HGIII-sPLA2 inh: Blocks human group III sPLA2 activity; Q9NZ20; QFRET BODIPY PC-A2 liposome hydrolysis, fluorescence; inhibition, % at 12.2 µM; actives 0.56% (n = 370,000); AID 743126;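 active = inhibition above mean plus 3 SD of compounds lying within the high and low control bounds, cut at about 19% in these data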;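 also: 0% = median of test compound wells and 100% = no enzyme DMSO wells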
Target sequence (Q9NZ20 whole entry, looked up): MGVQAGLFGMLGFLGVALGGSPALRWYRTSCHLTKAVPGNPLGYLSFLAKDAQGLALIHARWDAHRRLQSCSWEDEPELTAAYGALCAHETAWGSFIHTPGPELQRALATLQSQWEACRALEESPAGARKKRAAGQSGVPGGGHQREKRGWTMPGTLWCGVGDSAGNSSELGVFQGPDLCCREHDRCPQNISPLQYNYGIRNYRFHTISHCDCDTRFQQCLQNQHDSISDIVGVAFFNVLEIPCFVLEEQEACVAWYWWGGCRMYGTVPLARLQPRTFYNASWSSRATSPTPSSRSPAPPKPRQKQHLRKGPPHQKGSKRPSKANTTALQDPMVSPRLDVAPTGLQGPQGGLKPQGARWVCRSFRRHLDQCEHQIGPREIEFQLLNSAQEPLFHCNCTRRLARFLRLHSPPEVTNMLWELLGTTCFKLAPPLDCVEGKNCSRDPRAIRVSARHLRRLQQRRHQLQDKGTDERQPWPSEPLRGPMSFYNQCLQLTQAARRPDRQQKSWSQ
* marks the source's active call; other numbers are inactive results; i = inactive; x = no result given.

SMILES	GC-A act	ADAM10 inh	KLK7 zymogen act	rCAG RNA binder	Tn6 DDE FP	ASAP1 inh	GAA850 FXN act	GC-B act	ARFGAP1 inh	HGIII-sPLA2 inh
COc1ccc(OCC(=O)N2CCN(C(=O)c3ccc(F)cc3)CC2)cc1	0.5	-4.9	0.6	-4.3	2.0	5.2	2.4	-1.8	-4.7	3.0
CC(C)c1nc(SCC(=O)Nc2ccc3c(c2)OCCO3)c2c(=O)n(C)c(=O)n(C)c2n1	5.1	-8.6	0.3	0.4	-3.6	1.0	-0.1	4.7	5.2	4.4
Cc1c(-c2cccc(NC(=O)c3ccco3)c2)nc2ncccn12	0.8	i	91.0*	-2.9	-2.1	2.6	0.0	-0.7	4.7	-1.5
O=S(=O)(CCN1CCN(c2ccccc2O)CC1)c1ccc(Cl)cc1	3.7	-0.6	0.5	0.7	6.6	-15.2	1.1	-0.4	16.9	0.8
CC(=O)C1=C(O)C(=O)N(c2cccc(C(=O)O)c2)C1c1ccc(F)cc1 (stereo not drawn)	3.4	-16.2	0.1	0.0	-2.0	-1.9	1.9	2.0	-14.6	-3.7
C[C@]12c3[nH]c4cc(-c5ccco5)ccc4c3CCN1C(=O)[C@@H](CC(=O)NCCC1=CCCCC1)C[C@@H]2C(=O)N1CCCCC1	-6.2	-155.2	-2.3	9.8	0.5	3.1	2.3	0.7	7.0	-16.6
CN1C(=O)C2(OCCCO2)c2cc(Cl)ccc21	5.3	-5.1	0.1	-2.4	12.6	-5.3	-0.7	4.1	-1.8	-4.8
COC(=O)C1=C(C)N(C)C(=NCC2CC2)NC1c1ccccc1C(F)(F)F (stereo not drawn)	-14.1	-12.0	-0.3	1.9	-2.2	22.6	x	-19.5	-0.2	9.8
CC(C)c1ccccc1-n1c(SCC(=O)N2CCN(c3ccccc3)CC2)nnc1-c1cccnc1	-3.7	-7.1	-0.2	-1.6	3.1	3.3	-3.2	-15.7	-1.6	-19.9
CCC(O)CNc1nc(-n2nc(C)cc2C)nc2sc3c(c12)CC(C)(C)OC3 (stereo not drawn)	-1.0	-6.0	0.1	-5.1	7.6	7.6	-4.2	-1.2	-4.7	0.6

Entries shown so far containing an aryl thioether with sulfur outside any ring:
SMILES	GC-A act	ADAM10 inh	KLK7 zymogen act	rCAG RNA binder	Tn6 DDE FP	ASAP1 inh	GAA850 FXN act	GC-B act	ARFGAP1 inh	HGIII-sPLA2 inh
CC(C)c1nc(SCC(=O)Nc2ccc3c(c2)OCCO3)c2c(=O)n(C)c(=O)n(C)c2n1	5.1	-8.6	0.3	0.4	-3.6	1.0	-0.1	4.7	5.2	4.4
CC(C)c1ccccc1-n1c(SCC(=O)N2CCN(c3ccccc3)CC2)nnc1-c1cccnc1	-3.7	-7.1	-0.2	-1.6	3.1	3.3	-3.2	-15.7	-1.6	-19.9

(list continues)
SMILES	GC-A act	ADAM10 inh	KLK7 zymogen act	rCAG RNA binder	Tn6 DDE FP	ASAP1 inh	GAA850 FXN act	GC-B act	ARFGAP1 inh	HGIII-sPLA2 inh
C/C(=N\NC(=O)c1cc(-c2cccs2)nc2ccccc12)c1ccccn1	-0.1	i	-8.3	9.2	-0.2	1.9	2.3	-0.6	5.1	-2.8
COCCCn1c(SCC(=O)NC2CCS(=O)(=O)C2)nnc1-c1ccc(Cl)cc1 (stereo not drawn)	-0.1	-13.0	0.0	0.3	1.3	0.7	-1.0	-0.9	-0.7	12.8
O=C(Nc1cccc(Cl)c1)C1C2C=CC3(O2)C1C(=O)N(CCN1CCCCC1)C3C(=O)NC1CCCCC1 (stereo not drawn)	2.5	9.1	-0.1	-3.4	3.4	-7.6	-3.0	1.4	-6.0	-7.1
CCCc1nc2ccc(NC(=O)c3cccs3)cc2c(=O)n1Cc1ccccc1Cl	10.1	4.4	0.7	4.1	-0.4	12.9	0.3	-0.2	-3.1	-2.5
NCCCn1cnc2ccccc21	1.7	-3.6	-0.4	1.3	0.7	-29.1	0.1	-2.5	-5.4	0.2
CC(=O)Nc1ccc(NC(=O)C(C)OC(=O)CCCOc2ccc(Cl)c(C)c2)cc1 (stereo not drawn)	4.3	6.1	-0.1	-2.7	2.8	-0.1	-0.7	-0.9	-6.2	-20.7
CCN(C(=S)NC(=O)c1ccco1)c1cccc2ccccc12	2.5	-48.8	-14.7	13.6	-2.3	7.2	1.5	2.6	15.5	8.5
CCn1c(=O)cc(OCC(=O)N2CCCCCC2)c2ccccc21	2.8	-3.3	0.2	-1.8	-1.3	12.8	-0.3	1.1	-0.4	3.5
O=C(c1ccc(Cl)cc1)N1CCN(S(=O)(=O)/C=C/c2ccccc2)CC1	-19.3	0.2	0.3	2.8	0.6	4.9	0.2	-8.8	3.6	-10.6
CCC(C(=O)NC1CCCC1)n1c(-c2cc3ccccc3[nH]2)nc2ccccc21 (stereo not drawn)	-7.0	-368.0	-0.6	4.2	6.0	-0.5	x	-7.1	-7.4	-8.1
C#CCN1C(=O)[C@]2(OC[C@@H]3Cc4ccccc4[C@@H]3C=C2C)c2ccccc21	2.9	9.5	0.0	4.7	-5.3	-2.1	x	2.7	8.4	-2.2
Cc1cc(C)c2c(N)c(C(=O)NCc3ccco3)sc2n1	0.2	-125.0	3.9	2.5	-5.6	-7.8	5.7	7.4	-7.5	5.2
CC(C)[C@H]1COCCS(=O)(=O)N1Cc1ccccc1-c1ccc(F)cc1	-5.2	-6.5	-0.1	-1.8	5.5	4.9	-1.1	-2.1	4.7	2.6
OC(c1ccc(F)c(F)c1)c1ncc(-c2ccc(F)cc2)[nH]1 (stereo not drawn)	-0.7	2.5	-0.5	0.9	4.0	8.3	0.6	-1.0	6.0	-0.2
CC1(C(=O)NS(=O)(=O)C2CC2)CCCN(C(=O)c2cccc(OC(F)(F)F)c2)C1 (stereo not drawn)	0.9	-7.6	0.3	0.8	7.8	6.9	-3.1	3.2	0.2	9.1
O=C(NCc1ccc(Cl)cc1)c1ccncc1	4.0	12.8	0.8	0.2	2.6	1.1	0.7	9.1	10.7	3.3
CC(=O)c1cccc(CN2CCCC(C(=O)Nc3cccc(-n4cccn4)c3)C2)c1 (stereo not drawn)	-2.5	8.9	0.8	-1.0	1.9	18.7	-2.7	-7.0	4.3	-10.5
COc1ccc(C2CC(c3cccc(C)c3)n3ncnc3N2)cc1 (stereo not drawn)	0.7	-70.1	-0.5	2.0	0.8	-7.1	1.1	2.3	7.7	4.1
COc1ccc(N(CC(=O)Nc2ccccc2C)S(=O)(=O)c2c(C)[nH]c(=O)[nH]c2=O)cc1	-3.2	5.0	0.4	7.7	4.6	-0.9	0.9	3.7	4.7	-6.3
CONC(=O)Nc1ccccc1[N+](=O)[O-]	2.6	2.7	-0.1	0.8	9.6	4.3	0.3	-1.1	0.8	-1.2
COC(=O)c1ccc(CSc2cc(C)c3ccccc3n2)o1	-1.9	2.9	-0.2	-1.6	7.4	-15.5	5.7	1.2	-5.9	-10.5
CC1=NN(c2ccccc2)C(=O)/C1=C\c1cn(-c2ccccc2)nc1C	-5.0	-5.2	0.3	-0.9	-3.3	12.0	-0.7	-0.6	-6.9	4.1
O=C(CSc1ccncc1)Nc1ccc(S(=O)(=O)Nc2nccs2)cc1	-1.7	-4.7	0.4	13.8	2.9	6.7	1.5	0.8	-5.9	-13.4
NS(=O)(=O)c1ccc(NC(CNS(=O)(=O)c2ccccc2)c2ccccc2)cc1 (stereo not drawn)	x	-5.4	0.0	7.5	2.3	2.0	1.1	x	0.6	-76.0
CCc1nc2n[nH]c(N)c2c2c1CSC(C)(C)C2	8.3	-6.4	0.0	-1.7	3.8	3.8	2.2	0.9	-4.6	5.2
O=C(Nc1ccc(Cl)cn1)C1CCCN1S(=O)(=O)c1ccc(Cl)cc1 (stereo not drawn)	2.1	0.5	0.8	-5.2	1.0	-15.4	1.5	3.7	-5.0	-0.5
Cc1ccc(Nc2nc(CSc3nnc(-c4ccccc4)n3C)cs2)cc1	-1.8	3.9	0.2	7.5	0.4	23.3	7.6*	-2.8	-9.3	-12.1
CCOc1cc(C(=O)NCCN2C(=O)S/C(=C\c3cccnc3)C2=O)cc(OCC)c1OCC	-5.4	1.1	0.8	-0.7	-0.7	6.2	-0.9	-1.6	-1.9	-2.5
CSc1cccc(NS(=O)(=O)c2ccc(C(C)=O)cc2)c1	2.8	-1.5	0.2	2.6	7.8	3.9	0.7	0.2	5.0	-10.2
O=C(Nc1ccc(NC(=O)c2ccco2)c(Cl)c1)c1cccc([N+](=O)[O-])c1	0.9	7.3	0.4	8.7	4.0	-1.6	0.5	-1.2	11.8	5.2
O=C(NCc1cccc(Cl)c1)C1CCC(=O)N(CCCN2CCOCC2)C1 (stereo not drawn)	5.6	4.7	0.5	0.1	1.2	-6.3	-1.4	0.9	7.6	-1.9
CC1=CC(=O)C=C(C)C1=NOc1ccc([N+](=O)[O-])cc1	-28.8	7.8	0.0	-1.7	-4.6	9.4	-1.4	-8.5	7.4	1.0
O=C(CCn1nc(-c2ccccc2)ccc1=O)N1CCCC1	-3.1	0.0	-0.2	-0.1	-4.2	-6.5	5.0	0.1	2.8	-3.4
CC(=O)c1ccc(NC(=O)C(C)NCc2ccccc2Cl)cc1 (stereo not drawn)	-0.4	-2.8	1.3	-2.2	-13.9	3.5	1.7	-0.6	6.7	0.8
CCn1c(SCC(=O)Nc2nc(C)c(C)s2)nc2cccnc21	3.3	-6.6	-0.7	5.0	2.6	-0.1	2.1	2.2	-11.7	-4.8
Cc1c(C(=O)N2c3ccccc3CC2C)oc2ccccc12 (stereo not drawn)	-5.9	7.5	-0.4	-0.6	1.5	4.8	2.3	-5.1	-2.8	1.9
O=C(c1cccn(Cc2cccc(Cl)c2)c1=O)N1CCOCC1	0.8	-4.0	0.0	0.5	-2.6	0.1	-0.3	2.3	3.0	4.8
Cc1cc(O)c(C(C)C)cc1NC(=O)Cn1nc(C)c2ccccc2c1=O	2.3	-12.2	0.2	1.8	2.5	-16.9	0.4	0.4	-0.5	-1.4
CC(=O)Nc1nc(SCc2ccc(Cl)cc2Cl)n[nH]1	2.8	-7.3	0.7	0.5	2.8	-6.3	1.8	-4.7	9.4	6.9
CCN(CC)CCN(C(=O)C1=COCCO1)c1nc2cc3c(cc2s1)OCO3	-2.6	-0.2	-0.1	-3.2	-6.4	-4.0	0.9	-3.5	-5.3	-4.6
O=C(O)C(=O)Nc1nc(-c2ccc3c(c2)OCCO3)cs1	4.0	-3.3	-0.6	5.6	-3.6	5.4	1.1	3.4	3.5	1.0
COC(=O)[C@]12CCCCC=C1N(Cc1ccco1)C(=O)[C@H](CC(=O)NCCC(C)C)C2	-1.5	-20.2	0.8	4.1	-0.1	2.9	x	-3.5	13.7	-0.1
